# Hep lipid drop: hepatic lipid droplet formation modulation | 240,000 tested, 0.4% active | AML12 mouse hepatocytes, oleate lipid droplets, BODIPY imaging | inhibition, % at 6.5 µM | AID 1656;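 active means lipid droplet intensity inhibited by at least 50%, with more than 500 cells counted; inconclusive means wells with under 300 cells, treated as cytotoxic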
#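 material = mouse AML12 hepatocyte cell line, fixed after treatment | also added = 100 µM oleic acid challenge | doses = compound at 6.5 µM only | schedule = overnight exposure | technique = Image-based BODIPY and DAPI two-channel analysis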
# West Nile virus CPE: West Nile virus antiviral activity, cell-based, CPE readout (AID 1621); CPE inhibition, % at 10 µM; hits with a dose series show IC50 in µM; West Nile virus-infected cells, CPE inhibition; higher % means a stronger effect; 290,000 tested, 0.02% active; in the data active means a potency from the dose series; inconclusive means CPE inhibition mostly from about 3.7% at the one dose, without a potency; inactive means the rest, 99 in 100 with CPE inhibition below about 2.2%; further: strong numbers were not always called active
# Myeloid diff MLP: myeloid differentiation induction; ER-HoxA9 myeloid progenitors, lysozyme-GFP differentiation, flow cytometry; calls only at 10 µM; 360,000 tested, 1% active; AID 624256;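 active means normalized GFP-positive differentiation at or above the plate's own cutoff, the solvent-only control mean plus 3 SD; inconclusive means no clear call, values can overlap the other calls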;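 further: cells exposed to compound for four days before flow analysis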
# WT yeast gro inh: growth inhibition of WT yeast, mitochondrial fusion screen | mitochondrial fusion phenotypic screen, WT strain | inhibition, % at 10 µM | 190,000 tested, 2.1% active; in the data active means inhibition above about 58%; tested in S. cerevisiae
# MT stabilize HCS: stabilizes microtubules in HeLa cells; HeLa tubulin immunostaining HCS, 24 h; share of cells brighter than vehicle mean+2SD; % tubulin-high responders, % at 10 µM; 200,000 tested, 0.83% active; AID 2205;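 active means plate Z-score above 3 for both tubulin-high and condensed-nucleus cell shares, with cell loss under 80%, at 10 µM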;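 further: anti alpha tubulin signal scored within the nucleus-defined area of each cell; some results filed as inactive read as strong as hits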
# Insulin prom up: MIN6 insulin promoter up-regulation; 190,000 tested, 0.3% active; z-score at 5 µM; MIN6 insulin promoter-GFP reporter, high-content imaging; stronger effect = higher value;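 active means z-score above 3 at 5 µM with at least 500 cells counted in the well; inconclusive means wells under 500 cells, flagged as cytotoxic or low count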
# T cell HTS: T cell immune modulation candidate; 2C CD8+ T cell-vesicle binding, flow cytometry; stronger effect = lower value; calls only at 7 µM; 330,000 tested, 0.068% active;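 active means response, share of CD8 T cells binding vesicles, and their 90th percentile fluorescence all below set limits, cut at about 80% in these data, passing the limit was not always enough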
#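 incubation = binding step 1.5 h, 37 °C, antibody labelling 20 min, ice | test system = 2C mouse CD8+ T cells | read-out basis = percent CD8+ FL2 mean versus row control | controls = Peptide-free naked vesicles (low) and QL9 vesicles with 0.7% DMSO vehicle (high) | detection = flow cytometry of vesicle-bound cells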
# Autophagy HCS: modulators of autophagy; MEF GFP-LC3 puncta imaging; test concentration mostly 10 µM; calls only at 10 µM (by protocol); 190,000 tested, 0.98% active; AID 463193;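 active means percentage of spot-positive cells more than 3 SD above its plate mean, without a fluorescence outlier flag or 80% toxicity; inconclusive means no clear call, values can overlap the other calls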;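 further: spot-positive cell cutoff set from DMSO-treated cells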
# b-catenin transl: beta-catenin nuclear translocation modulation | HeLa beta-catenin nuclear translocation, immunofluorescence imaging | nuclear translocation activity, % at 5 µM | 190,000 tested, 0.3% active;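 active means nuclear translocation activity above 50% at 5 µM, with a well cell count of 50 or more; inconclusive means wells under 50 cells across six images, flagged as toxic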;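 further: per-cell ratio of nuclear to cytoplasmic median beta-catenin stain intensity; plate controls were DMSO negative control for no effect and GSK-3 inhibitor IX positive control for full effect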
#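 System: Human HeLa cells, endogenous beta-catenin | Compound dosing: 5 µM primary, 0.02–20 µM confirmation | Timing: 24 h compound exposure at 37°C, 5% CO2 | Measured by: Fluorescence imaging of beta-catenin antibody stain plus DAPI | Read-out basis: % activation of per-cell nuclear versus cytoplasmic median beta-catenin signal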
# WT yeast gro inh mutant strain: also measured in WT yeast gro inh; calls as there; inhibition, %; mitochondrial fusion phenotypic screen, mutant strain inhibition
# Insulin prom up cell count: further read-out of Insulin prom up, marked with its call; cell count; measured here: cytotoxicity, nuclei count;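 total cells summed across four imaged fields per well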
# Hep lipid drop cells 6.5 µM: second read-out of Hep lipid drop, no call of its own (marks repeat the call); cell count; measured here: cell count, cytotoxicity flag;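 cells counted across two imaged fields per well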
# b-catenin transl cell count 5 µM: further read-out of b-catenin transl, marked with its call; cell count; measured here: cell count, cytotoxicity flag
# T cell HTS vesicle-bound %: second read-out of T cell HTS, no call of its own (marks repeat the call); double positive events, %; measured here: CD8+ vesicle-bound cell fraction;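 binding gate set so that unloaded-vesicle control wells show 10% double positive cells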
# MT stabilize HCS Hoechst-high %: second read-out of MT stabilize HCS, no call of its own (marks repeat the call); % Hoechst-high responders; measured here: nuclear condensation Hoechst responders;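 share of cells brighter than vehicle mean plus two SD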
# MT stabilize HCS cytotoxicity %: second read-out of MT stabilize HCS, no call of its own (marks repeat the call); toxicity, %; measured here: cytotoxicity by cell density;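 0% = mean cell density of plate MIN control wells and 100% = no cells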
# Autophagy HCS cell loss 18 h: further read-out of Autophagy HCS, marked with its call; toxicity, %; measured here: cell loss, nuclei count;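 cell loss after 18 h compound exposure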
# Myeloid diff MLP GFP+ MAC1+ %: second read-out of Myeloid diff MLP, no call of its own (marks repeat the call); GFP+ MAC1+ double positive, %; measured here: differentiation confirmed by MAC1 staining
# * hit, by the source's call; i = inactive; ? = inconclusive; . = no result given; + = active, no number. Hits appear at their usual frequency; any-hit rate near 3.9%.
SMILES,Hep lipid drop,Hep lipid drop cells 6.5 µM,West Nile virus CPE,Myeloid diff MLP,Myeloid diff MLP GFP+ MAC1+ %,WT yeast gro inh,WT yeast gro inh mutant strain,MT stabilize HCS,MT stabilize HCS Hoechst-high %,MT stabilize HCS cytotoxicity %,Insulin prom up,Insulin prom up cell count,T cell HTS,T cell HTS vesicle-bound %,Autophagy HCS,Autophagy HCS cell loss 18 h,b-catenin transl,b-catenin transl cell count 5 µM
CC1CCCCC1NC(=O)CN(C)S(=O)(=O)c1ccc2c(c1)c(=O)n(C)c(=O)n2C (stereo not drawn),0,802,0.0%,i,0.0,.,.,.,.,.,.,.,i,3,.,.,.,.
O=C(c1ccc([N+](=O)[O-])cc1)N1CCN(c2cccc3[nH]ccc23)CC1,1,751,0.0%,i,0.8,.,.,.,.,.,0.59,1412,i,52,.,.,0.2,1349
COc1cc(/C=N/NC(=O)C2CC(=O)N(c3ccc(C)cc3)C2)cc(OC)c1OC (stereo not drawn),3,728,0.4%,i,0.6,.,.,.,.,.,.,.,i,8,.,.,.,.
O=C(c1ccccc1)c1ccc(OCC(O)CNCc2cccc(Cl)c2)cc1 (stereo not drawn),31,676,-0.7%,?,.,.,.,.,.,.,.,.,i,22,.,.,.,.
CCN(CC)S(=O)(=O)c1ccc(N2CCOCC2)c(NC(=O)c2ccc(F)cc2)c1,2,664,0.8%,i,0.3,-10,1,1.5,2.5,3.8,0.45,1229,i,58,i,5,-1.1,1156
CCC(CO)n1cnnc1-c1ccncc1 (stereo not drawn),12,686,-0.3%,i,1.1,7,-14,2.9,1.9,13,0.04,1842,i,38,i,-31,-2.7,1156
O=C1Oc2ccccc2C(=O)/C1=C\N1CCN(c2ccccc2)CC1,-13,679,0.3%,i,0.3,-6,9,5.8,4.2,7.1,-0.27,1147,i,44,i,-4,-1.0,1105
COc1ccc(S(=O)(=O)/N=C2/NC(=O)/C(=C\c3ccco3)S2)cc1,3,580,0.7%,i,0.1,-11,-4,2.9,2.0,9.3,2.6,1233,i,62,i,-4,-1.5,1044
O=C(Nc1ccc(Br)cc1)C1OCCc2ccccc21 (stereo not drawn),-14,726,0.1%,i,0.4,.,.,.,.,.,-0.76,1082,i,31,.,.,2.0,1301
COc1ccc(C(C)=O)cc1CSc1nnc(-c2ccncc2)o1,-1,754,-1.5%,i,0.3,.,.,.,.,.,.,.,i,26,.,.,.,.
COC(=O)[C@H](C)[C@H]1C[C@]1(C)[C@H](NC(=O)OCc1ccccc1)c1ccccc1,-23,709,0.6%,i,0.7,47,21,5.3,1.7,0.4,0.07,754,i,42,i,-2,3.8,446
CCCc1cc(=O)[nH]c(SCC(=O)CSc2nc(CCC)cc(=O)[nH]2)n1,.,.,0.4%,i,0.7,-10,-14,2.1,2.1,2.6,0.72,1366,i,50,i,30,-2.5,1030
O=C(OCCN1C(=O)c2ccccc2C1=O)Oc1ccccc1,-15,669,0.2%,i,2.2,.,.,.,.,.,.,.,i,43,.,.,.,.
NC(=O)CC(NC(=O)c1ccccc1)c1ccc(NCc2ccc(F)cc2)c([N+](=O)[O-])c1 (stereo not drawn),3,679,-0.3%,+,4.1*,.,.,.,.,.,-0.72,1058,i,18,.,.,1.4,1336
CCn1c(SCC(=O)c2c[nH]c3ccccc23)nc2cc(S(=O)(=O)N3CCOCC3)ccc21,-25,518,-1.2%,+,1.1*,-5,-4,3.2,0.4,5.2,3.1*,1500*,i,18,i,-11,6.9,1030
CC(C)NC(=O)COc1ccc(Cl)cc1Cl,12,751,-0.9%,i,5.7,-11,5,2.8,1.2,4.2,-1.2,975,i,35,i,31,.,.
O=C(Nc1ccnn1C1CCN(CCCc2ccccc2)CC1)c1ccccc1,-4,693,-0.1%,i,1.0,.,.,.,.,.,.,.,i,42,.,.,.,.
COc1ccccc1C(=O)NCC(=O)N/N=C/c1cn[nH]c1-c1ccccc1,-8,656,-0.3%,?,.,-2,8,6.8,2.6,6.2,0.55,1246,i,19,i,3,-2.8,1019
COCCCNC(=O)COC(=O)c1ccc(-c2nc3ccccc3s2)s1,0,680,-0.1%,i,0.2,11,20,4.8,2.4,6.0,-0.96,1203,i,21,i,-3,2.7,1030
Cn1c(=O)c2c(ncn2CC(=O)Nc2ccc(Cl)cc2Cl)n(C)c1=O,4,739,-0.3%,i,0.5,0,-21,5.8,1.1,4.3,-0.06,1226,i,47,i,-13,0.1,981
CCCCNc1ccc(C(CC(N)=O)NC(=O)c2ccccc2)cc1[N+](=O)[O-] (stereo not drawn),-21,632,-0.5%,i,1.7,.,.,.,.,.,0.77,916,i,26,.,.,-1.4,1366
O=C(CN1C(=O)COc2ccc(Cl)cc21)N1CCc2ccccc21,17,691,0.2%,i,6.3,1,16,2.7,0.2,46,-0.28,1103,i,24,i,2,0.8,962
CC(C)c1cc(CNC(=O)CCc2nnc(CCCc3ccccc3)o2)on1,-11,706,1.1%,i,0.4,-7,-7,0.8,1.9,5.5,0.66,1150,i,53,i,-13,0.5,1529
Cc1cccc2sc(NC(=O)C3CCN(C(=O)c4ccco4)CC3)nc12,48,832,-1.1%,i,0.1,.,.,.,.,.,.,.,i,28,.,.,.,.
Cc1cc(C)cc(N=C2SC(CC(=O)Nc3ccccc3)C(=O)N2CCN2CCOCC2)c1 (stereo not drawn),1,704,-1.1%,i,0.3,54,31,3.4,3.2,7.4,-0.72,1288,i,30,+,-10*,-2.1,1120

# Six successive records from above, quoted:
SMILES,Hep lipid drop,Hep lipid drop cells 6.5 µM,West Nile virus CPE,Myeloid diff MLP,Myeloid diff MLP GFP+ MAC1+ %,WT yeast gro inh,WT yeast gro inh mutant strain,MT stabilize HCS,MT stabilize HCS Hoechst-high %,MT stabilize HCS cytotoxicity %,Insulin prom up,Insulin prom up cell count,T cell HTS,T cell HTS vesicle-bound %,Autophagy HCS,Autophagy HCS cell loss 18 h,b-catenin transl,b-catenin transl cell count 5 µM
O=C(c1ccc([N+](=O)[O-])cc1)N1CCN(c2cccc3[nH]ccc23)CC1,1,751,0.0%,i,0.8,.,.,.,.,.,0.59,1412,i,52,.,.,0.2,1349
COc1cc(/C=N/NC(=O)C2CC(=O)N(c3ccc(C)cc3)C2)cc(OC)c1OC (stereo not drawn),3,728,0.4%,i,0.6,.,.,.,.,.,.,.,i,8,.,.,.,.
O=C(c1ccccc1)c1ccc(OCC(O)CNCc2cccc(Cl)c2)cc1 (stereo not drawn),31,676,-0.7%,?,.,.,.,.,.,.,.,.,i,22,.,.,.,.
CCN(CC)S(=O)(=O)c1ccc(N2CCOCC2)c(NC(=O)c2ccc(F)cc2)c1,2,664,0.8%,i,0.3,-10,1,1.5,2.5,3.8,0.45,1229,i,58,i,5,-1.1,1156
CCC(CO)n1cnnc1-c1ccncc1 (stereo not drawn),12,686,-0.3%,i,1.1,7,-14,2.9,1.9,13,0.04,1842,i,38,i,-31,-2.7,1156
O=C1Oc2ccccc2C(=O)/C1=C\N1CCN(c2ccccc2)CC1,-13,679,0.3%,i,0.3,-6,9,5.8,4.2,7.1,-0.27,1147,i,44,i,-4,-1.0,1105

# Following part:
SMILES,Hep lipid drop,Hep lipid drop cells 6.5 µM,West Nile virus CPE,Myeloid diff MLP,Myeloid diff MLP GFP+ MAC1+ %,WT yeast gro inh,WT yeast gro inh mutant strain,MT stabilize HCS,MT stabilize HCS Hoechst-high %,MT stabilize HCS cytotoxicity %,Insulin prom up,Insulin prom up cell count,T cell HTS,T cell HTS vesicle-bound %,Autophagy HCS,Autophagy HCS cell loss 18 h,b-catenin transl,b-catenin transl cell count 5 µM
CCN(CC)C(=O)C1CCN(S(=O)(=O)c2cccc3nonc23)CC1,1,757,-0.9%,i,7.9,12,7,0.9,1.1,15,0.23,881,i,10,i,-2,-1.2,1149
COCCCNC(=O)c1ccc2c(c1)CCN2S(C)(=O)=O,4,790,1.2%,i,0.6,8,23,1.9,1.2,6.2,-0.24,1135,i,12,i,-17,-0.9,1217
O=C(Nc1ccc(Br)cc1)c1cccc(OC(=S)N2CCOCC2)c1,54*,823*,-1.0%,i,0.0,.,.,.,.,.,.,.,i,49,.,.,.,.
CC(/C=C/c1ccc2c(c1)OCO2)=N\NC(=O)c1cccc([N+](=O)[O-])c1,9,761,-0.2%,i,3.9,6,-4,1.9,1.1,7.8,.,.,i,13,i,1,-13,1074
O=C(CN1CCC(NC(=O)Cc2ccccc2)CC1)Nc1ccccc1Br,23,629,-1.4%,i,0.4,-12,9,3.1,2.6,8.1,-0.03,1222,i,48,i,-2,-0.4,846
COc1ccccc1CCCNC(=O)C1CCC(=O)N(Cc2ccccc2F)C1 (stereo not drawn),-3,763,-0.3%,?,.,.,.,.,.,.,.,.,i,24,.,.,.,.
Cc1ccc(NS(=O)(=O)c2ccc(C(=O)OCC(=O)NCC3CCCO3)cc2)cc1 (stereo not drawn),6,671,1.0%,i,0.3,-17,7,5.4,2.1,3.0,-0.07,1282,i,52,i,3,8.8,924
O=C(NC1CCCCCC1)c1nc2ncccn2n1,.,.,.,i,1.5,-5,-8,3.9,3.2,15,-0.46,1353,i,25,i,-14,-1.2,1345

# Screening data deposited in PubChem BioAssay by several laboratories.
